Source: PubChem
SKN-1 block = suppressors of acrylamide-induced Pgst-4::GFP reporter in worms, primary screen, SKN-1 inhibitor project, whole organism, uHTS, GFP/RFP fluorescence ratio, strain VP596; AID 624304, 2012; 360,000 compounds, 0.49% hits; C. elegans VP596 Pgst-4::GFP/RFP ratio, 24 h; inhibition, % at 21.8 µM;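 active = interference check ratio from 0.5 to 1.5 plus GFP to RFP signal ratio inhibition reaching or exceeding a fixed threshold, cut at about 30% in these data, passing the limit was not always enough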; note: some compounds called inactive have numbers as strong as hits
FAS TE block = FAS thioesterase domain inhibitors, primary screen, biochemical, fluorescence intensity, uHTS; inhibition, % at 15 µM; AID 602261, 2012; recombinant FAS-TE, OMFH fluorogenic substrate, fluorescence endpoint; 360,000 compounds, 0.67% hits;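 active = compounds whose normalised, plate-corrected inhibition of enzyme fluorescence in the single-dose primary screen is 50% or more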;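 note: 0% = DMSO with enzyme and 100% = substrate without enzyme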
Neddyl block = inhibitors of cullin neddylation, primary screen, biochemical, TR-FRET, uHTS, NAE and Ubc12. calls only at 25 µM. 360,000 compounds, 0.58% hits; in the data active = inhibition above about 36%
NadD block = inhibitors of S. aureus NadD, primary screen, biochemical, colorimetric, uHTS. Nicotinate-nucleotide adenylyltransferase NadD (Staphylococcus aureus N315). purified NadD enzyme, colorimetric absorbance read-out. inhibition, % at 20 µM. 360,000 compounds, 0.78% hits. AID 602399, 2012; in the data active = inhibition above about 26%; note: some compounds past the cut are filed as inactive
CSN inh = inhibitors of CSN-mediated cullin deneddylation, primary screen, biochemical, fluorescence polarization, uHTS; COP9 signalosome complex subunit 5 (Homo sapiens), Q92905; Purified CSN, SCF-Nedd8-OG deneddylation; inhibition, % at 12.5 µM; 360,000 compounds, 0.38% hits;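 active = pattern-corrected inhibition above about 35%, with an unprinted fluorescence ratio check between 0.5 and 1.5, limit read from the data, passing the limit was not always enough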;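 note: 0% = enzyme with substrate and 100% = substrate without enzyme; some results filed as inactive read as strong as hits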
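test system = HEK293T-derived human Csn5 enzyme | amount = 0.24 nM Csn5 enzyme, final concentration | medium = Tris/NaCl/DTT buffer, pH 7.5 | schedule = 90 min reaction at room temperature | signal = FP | evaluation = inhibition of Csn5 cleavage, % | compound dosing = single dose of 12.5 µM compound with 0.25% DMSO | probe or stimulus = 10 nM SCFSkp2-Nedd8OG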
MT1-MMP act inh = blockers of MT1-MMP proenzyme processing, primary screen, HT1080 RFP-PRO-GFP cells, GFP/RFP fluorescence; Matrix metalloproteinase-14 (Homo sapiens), P50281; GFP/RFP ratio fluorescence, overnight; percent of plate control window, DMSO zero; GFP/RFP ratio change, % at 20 µM; 360,000 compounds, 0.061% hits; AID 651647, 2012;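 active = GFP/RFP ratio change of at least 30% with cell ATP level not reduced by more than half and red fluorescence within 50% of control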; note: strong numbers were not always called active
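Assay system: HT1080 RFP-PRO-GFP cells | Dosing: 20 µM single dose, 1% DMSO | Incubation: Cells overnight before dosing, compound overnight, 37 °C, 5% CO2 | Evaluation: GFP/RFP fluorescence ratio | Control set: DMSO-only wells and HT1080 RFP-L50D-GFP cell wells as references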
Rpn11 block = Rpn11 (PSMD14) deubiquitinase inhibitors, primary screen, biochemical, fluorescence polarization, uHTS; 26S proteasome non-ATPase regulatory subunit 14 (Homo sapiens), O00487; human 26S proteasome, Ub4-pepOG fluorescence polarization; 20S core pre-blocked with epoxomicin; calls only at 20 µM; 360,000 compounds, 0.59% hits;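 active = inhibition at 20 µM, scaled to each plate's controls, above about 33%, limit read from the data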
Rin1 Abl inh = inhibitors of Rin1-Abl protein binding, primary screen, biochemical, TR-FRET; 360,000 compounds, 0.4% hits; AID 588664, 2011; Tyrosine-protein kinase ABL1 (Homo sapiens) + Ras and Rab interactor 1 (Homo sapiens), …; inhibition, % at 7.35 µM; in the data active = inhibition above about 5%, passing the limit was not always enough
Target sequence (P00519 whole entry, looked up): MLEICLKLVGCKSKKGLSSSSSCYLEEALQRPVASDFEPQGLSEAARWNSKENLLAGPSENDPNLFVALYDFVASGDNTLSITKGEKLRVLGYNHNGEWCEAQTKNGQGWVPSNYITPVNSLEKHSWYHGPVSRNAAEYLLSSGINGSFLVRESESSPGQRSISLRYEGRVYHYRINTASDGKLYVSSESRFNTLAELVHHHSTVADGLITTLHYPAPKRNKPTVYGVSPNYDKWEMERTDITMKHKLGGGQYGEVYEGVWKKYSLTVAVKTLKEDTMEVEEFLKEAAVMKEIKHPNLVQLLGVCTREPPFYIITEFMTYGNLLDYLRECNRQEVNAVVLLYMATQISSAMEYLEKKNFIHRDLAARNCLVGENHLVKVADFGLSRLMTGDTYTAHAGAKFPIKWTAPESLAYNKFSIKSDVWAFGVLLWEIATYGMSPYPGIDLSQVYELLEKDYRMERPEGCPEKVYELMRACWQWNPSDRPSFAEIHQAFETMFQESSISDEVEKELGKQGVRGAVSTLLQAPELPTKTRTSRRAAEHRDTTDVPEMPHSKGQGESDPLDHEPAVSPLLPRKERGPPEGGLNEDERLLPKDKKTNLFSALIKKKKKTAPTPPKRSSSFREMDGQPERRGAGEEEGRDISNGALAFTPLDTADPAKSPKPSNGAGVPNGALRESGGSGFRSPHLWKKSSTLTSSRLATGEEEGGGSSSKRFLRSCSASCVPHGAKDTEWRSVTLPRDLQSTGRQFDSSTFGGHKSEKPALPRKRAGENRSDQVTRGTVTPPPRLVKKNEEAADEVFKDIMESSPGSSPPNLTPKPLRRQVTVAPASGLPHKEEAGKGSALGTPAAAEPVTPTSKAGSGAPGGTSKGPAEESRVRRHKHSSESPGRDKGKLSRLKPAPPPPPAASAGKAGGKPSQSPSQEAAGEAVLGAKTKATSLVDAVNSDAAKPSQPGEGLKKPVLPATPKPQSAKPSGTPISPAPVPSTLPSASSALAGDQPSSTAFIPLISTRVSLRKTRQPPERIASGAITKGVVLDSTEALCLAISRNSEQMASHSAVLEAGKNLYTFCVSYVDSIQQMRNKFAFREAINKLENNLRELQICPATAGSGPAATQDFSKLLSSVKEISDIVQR
Target sequence (Q13671 whole entry, looked up): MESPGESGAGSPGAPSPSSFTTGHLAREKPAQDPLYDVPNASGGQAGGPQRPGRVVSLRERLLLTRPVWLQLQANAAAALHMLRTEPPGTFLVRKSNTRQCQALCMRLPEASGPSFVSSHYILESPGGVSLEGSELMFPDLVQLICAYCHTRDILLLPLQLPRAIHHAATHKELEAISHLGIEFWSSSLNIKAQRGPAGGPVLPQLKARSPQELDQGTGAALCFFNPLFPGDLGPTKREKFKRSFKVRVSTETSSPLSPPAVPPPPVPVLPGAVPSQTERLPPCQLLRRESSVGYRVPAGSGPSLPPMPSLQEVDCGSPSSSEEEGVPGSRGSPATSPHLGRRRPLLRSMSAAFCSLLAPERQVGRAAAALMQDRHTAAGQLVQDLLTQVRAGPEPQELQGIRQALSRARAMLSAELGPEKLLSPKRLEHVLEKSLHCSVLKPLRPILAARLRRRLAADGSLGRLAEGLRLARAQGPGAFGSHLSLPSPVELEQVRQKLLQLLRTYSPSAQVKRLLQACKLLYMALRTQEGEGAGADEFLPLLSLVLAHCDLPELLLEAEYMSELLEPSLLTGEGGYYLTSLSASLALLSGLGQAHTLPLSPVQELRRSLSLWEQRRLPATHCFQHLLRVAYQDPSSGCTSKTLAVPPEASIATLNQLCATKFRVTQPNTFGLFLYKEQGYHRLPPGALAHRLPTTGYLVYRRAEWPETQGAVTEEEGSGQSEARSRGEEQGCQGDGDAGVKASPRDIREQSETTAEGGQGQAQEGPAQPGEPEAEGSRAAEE
MLLE-PAM2 inh = inhibitors of PABP1 MLLE–PAM2 peptide binding, primary screen, biochemical, fluorescence polarization, FITC-PAM2, GST-MLLE; 360,000 compounds, 0.36% hits; AID 588489, 2011; inhibition, % at 20 µM; Polyadenylate-binding protein 1 (Homo sapiens), P11940; in the data active = inhibition above about 35%, passing the limit was not always enough;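 note: plate controls were DMSO wells with GST-MLLE for no effect and wells lacking GST-MLLE protein for full effect; some results filed as inactive read as strong as hits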
* marks the source's active call; other numbers are inactive results.

How did Cc1cc(NC(=O)COC(=O)c2cc(S(=O)(=O)N(C)c3ccccc3)ccc2Cl)no1 do in these assays?
SKN-1 block: 10.7; FAS TE block: 14.9; Neddyl block: inactive; NadD block: -7.1; CSN inh: 2.1; MT1-MMP act inh: 1.1; Rpn11 block: inactive; Rin1 Abl inh: 0.4; MLLE-PAM2 inh: 4.2

Results for Cc1ccc(-n2c(C)cc(/C=N/NC(=O)CC3(C)OCCO3)c2C)c(C)c1 ?
SKN-1 block: 0.6; FAS TE block: -5.6; Neddyl block: inactive; NadD block: 7.4; CSN inh: 7.1; MT1-MMP act inh: -4.4; Rpn11 block: inactive; Rin1 Abl inh: -0.7; MLLE-PAM2 inh: -2.9

How did CCC(CC)NC(=O)c1n[nH]c(=O)c2ccccc12 do in these assays?
SKN-1 block: 5.1; FAS TE block: -5.3; Neddyl block: inactive; NadD block: 0.1; CSN inh: 2.0; MT1-MMP act inh: 1.6; Rpn11 block: inactive; Rin1 Abl inh: 4.2; MLLE-PAM2 inh: -19.6

How did CCOC(=O)c1sc2nc(C)n(CC(=O)NCC3CCCO3)c(=O)c2c1C (centres undefined) do in these assays?
SKN-1 block: 9.2; FAS TE block: -6.7; Neddyl block: inactive; NadD block: 0.3; CSN inh: 3.0; MT1-MMP act inh: 7.9; Rpn11 block: inactive; Rin1 Abl inh: 2.6; MLLE-PAM2 inh: -3.9

What do the screens show for `CN(C(=O)c1ccc(NC(=O)Cc2cccc(NC(=O)C3CCCN(C(=O)C4CCC4)C3)c2)cc1)C1CCCC1` (centres undefined)?
SKN-1 block: 9.5; FAS TE block: -8.2; Neddyl block: inactive; NadD block: 6.1; CSN inh: 4.5; MT1-MMP act inh: 2.0; Rpn11 block: inactive; Rin1 Abl inh: -0.7; MLLE-PAM2 inh: 10.4

Results for C=CCn1c(=S)[nH]c2sccc2c1=O ?
SKN-1 block: 15.9; FAS TE block: -7.0; Neddyl block: inactive; NadD block: -7.2; CSN inh: 0.0; MT1-MMP act inh: 3.2; Rpn11 block: inactive; Rin1 Abl inh: -1.9; MLLE-PAM2 inh: 3.0

How did Cc1cc(C)c2oc(=O)cc(CN3CCOCC3)c2c1 do in these assays?
SKN-1 block: -1.8; FAS TE block: -2.0; Neddyl block: inactive; NadD block: -4.2; CSN inh: 1.9; MT1-MMP act inh: 1.8; Rpn11 block: inactive; Rin1 Abl inh: -1.9; MLLE-PAM2 inh: 3.2

How did COc1nnc(-c2ccc(N3CCCCC3)c(N)c2)c2ccccc12 do in these assays?
SKN-1 block: -3.5; FAS TE block: 8.2; Neddyl block: inactive; NadD block: 1.1; CSN inh: 110.1*; MT1-MMP act inh: -5.6; Rpn11 block: inactive; Rin1 Abl inh: 1.3; MLLE-PAM2 inh: -2.4

What do the screens show for `O=c1c2ccccc2nnn1COc1ccc(F)cc1Cl`?
SKN-1 block: 12.3; FAS TE block: -4.1; Neddyl block: inactive; NadD block: -4.1; CSN inh: 0.3; MT1-MMP act inh: -0.6; Rpn11 block: inactive; Rin1 Abl inh: -0.4; MLLE-PAM2 inh: -4.1

Results for CCCCC(=O)OCC(=O)Nc1cccc(S(=O)(=O)NC2=NCCCCC2)c1 ?
SKN-1 block: 13.4; FAS TE block: -3.0; Neddyl block: inactive; NadD block: -2.5; CSN inh: -6.7; MT1-MMP act inh: 0.8; Rpn11 block: inactive; Rin1 Abl inh: 1.0; MLLE-PAM2 inh: 1.1

How did CCN1CCCC1CNC(=O)c1cc2c(-c3ccc(Cl)cc3)nn(C)c2s1 (centres undefined) do in these assays?
SKN-1 block: 17.5; FAS TE block: -7.6; NadD block: 0.2; CSN inh: -4.0; MT1-MMP act inh: 2.7; Rpn11 block: inactive; Rin1 Abl inh: -0.8; MLLE-PAM2 inh: -34.0

What do the screens show for `O=c1[nH]c2ccc(Br)cc2o1`?
SKN-1 block: -0.5; FAS TE block: -9.6; Neddyl block: inactive; NadD block: -1.2; CSN inh: -6.3; MT1-MMP act inh: 6.7; Rpn11 block: inactive; Rin1 Abl inh: 1.0; MLLE-PAM2 inh: 7.1

How did COC(=O)c1sccc1NC(=O)COc1ccc(F)cc1Cl do in these assays?
SKN-1 block: 1.8; FAS TE block: 3.8; Neddyl block: inactive; NadD block: -5.3; CSN inh: 0.4; MT1-MMP act inh: -2.6; Rpn11 block: inactive; Rin1 Abl inh: 0.9; MLLE-PAM2 inh: 7.9

How did CCOc1ccc(C2C(C(=O)c3ccco3)=C(O)C(=O)N2CCN2CCOCC2)cc1 (centres undefined) do in these assays?
SKN-1 block: 19.8; FAS TE block: 0.8; Neddyl block: inactive; NadD block: 3.1; CSN inh: 0.4; MT1-MMP act inh: 2.3; Rpn11 block: inactive; Rin1 Abl inh: 0.8; MLLE-PAM2 inh: 0.5

How did Cc1cccc(N2CCN(C(=O)Cn3c(=O)[nH]c4ccsc4c3=O)CC2C)c1 (centres undefined) do in these assays?
SKN-1 block: -17.1; FAS TE block: 3.9; Neddyl block: inactive; NadD block: 3.6; CSN inh: 5.2; MT1-MMP act inh: -8.4; Rpn11 block: inactive; Rin1 Abl inh: 3.7; MLLE-PAM2 inh: 0.3

Results for CCOc1ccc(NC(=O)NC2CCCCCCC2)cc1 ?
SKN-1 block: -2.9; FAS TE block: 9.3; Neddyl block: inactive; NadD block: -2.9; CSN inh: 3.8; MT1-MMP act inh: 1.9; Rpn11 block: inactive; Rin1 Abl inh: 0.1; MLLE-PAM2 inh: -5.4

Results for CC(=O)N1CCN(c2ccc(NC(=O)c3ccc(Cl)c(Cl)c3)cc2)CC1 ?
SKN-1 block: 4.9; FAS TE block: 1.4; Neddyl block: inactive; NadD block: 4.0; CSN inh: -1.9; MT1-MMP act inh: 2.0; Rpn11 block: inactive; Rin1 Abl inh: 1.0; MLLE-PAM2 inh: -9.1

What do the screens show for `COc1cccc(COc2nc3c(c(=O)n(C)c(=O)n3C)n2C)c1`?
SKN-1 block: -12.6; FAS TE block: 1.4; Neddyl block: inactive; NadD block: -0.3; CSN inh: 6.7; MT1-MMP act inh: -0.2; Rpn11 block: inactive; Rin1 Abl inh: -2.8; MLLE-PAM2 inh: 2.2

Results for CN(C(=O)c1ccc(OC2CCN(C(=O)c3cccnc3)CC2)cc1)C1CCCCC1 ?
SKN-1 block: -0.7; FAS TE block: -3.1; Neddyl block: inactive; NadD block: -1.9; CSN inh: -9.4; MT1-MMP act inh: -8.3; Rpn11 block: inactive; Rin1 Abl inh: 1.9; MLLE-PAM2 inh: 2.1

Results for CCN1C(=O)[C@H]2[C@@H](c3ccc(-c4ccc(F)cc4)c(OC)c3)N[C@@](C)(C(=O)OC)[C@H]2C1=O ?
SKN-1 block: 16.9; FAS TE block: -1.5; Neddyl block: inactive; NadD block: 0.0; CSN inh: 1.6; MT1-MMP act inh: -2.8; Rpn11 block: inactive; Rin1 Abl inh: 2.1; MLLE-PAM2 inh: 15.6

Results for COc1cccc(/C=C/C(=O)Oc2ccc(C(=O)c3ccc(F)cc3)cc2)c1 ?
SKN-1 block: -0.2; FAS TE block: 13.0; Neddyl block: inactive; NadD block: 0.5; CSN inh: -4.8; MT1-MMP act inh: 7.8; Rpn11 block: inactive; Rin1 Abl inh: 0.1; MLLE-PAM2 inh: -9.4

Results for COCCNC(=O)C1CC(=O)N(C2CCCCC2)C1 (centres undefined) ?
SKN-1 block: -12.2; FAS TE block: -4.7; Neddyl block: inactive; NadD block: 2.8; CSN inh: 4.9; MT1-MMP act inh: 1.0; Rpn11 block: inactive; Rin1 Abl inh: -1.3; MLLE-PAM2 inh: -14.1

What do the screens show for `CCCSc1nc2c(cnn2-c2ccc(C)cc2)c(=O)[nH]1`?
SKN-1 block: -17.9; FAS TE block: -1.9; Neddyl block: inactive; NadD block: -6.2; CSN inh: 5.5; MT1-MMP act inh: 3.3; Rpn11 block: inactive; Rin1 Abl inh: 1.6; MLLE-PAM2 inh: 1.4

What do the screens show for `C[C@@H]1CCC(=O)N(C[C@@H](C)CSc2ccc(Br)cc2)CC1`?
SKN-1 block: 2.1; FAS TE block: 21.7; Neddyl block: inactive; NadD block: -0.4; CSN inh: 4.0; MT1-MMP act inh: 4.7; Rpn11 block: inactive; Rin1 Abl inh: 2.4; MLLE-PAM2 inh: 13.5

Results for CCOC(=O)C(Cc1ccccc1)C(=O)Nc1cccc(C)c1 (centres undefined) ?
SKN-1 block: -0.3; FAS TE block: -3.4; Neddyl block: inactive; NadD block: -7.5; CSN inh: -8.4; MT1-MMP act inh: -2.8; Rpn11 block: inactive; Rin1 Abl inh: 0.7; MLLE-PAM2 inh: 11.8

Results for Cc1cccc(C(=O)Nc2ccc(C(=O)N3CCCCC3C)cc2)c1 (centres undefined) ?
SKN-1 block: 9.6; FAS TE block: -2.0; Neddyl block: inactive; NadD block: -0.1; CSN inh: -2.2; MT1-MMP act inh: -3.9; Rpn11 block: inactive; Rin1 Abl inh: -1.2; MLLE-PAM2 inh: -6.0

Results for COc1cccc(N(Cc2nnc3n2CCCCC3)C(=O)Nc2ccccc2F)c1 ?
SKN-1 block: -8.8; FAS TE block: -0.8; Neddyl block: inactive; NadD block: -6.1; CSN inh: 3.9; MT1-MMP act inh: -3.1; Rpn11 block: inactive; Rin1 Abl inh: -2.8; MLLE-PAM2 inh: -10.9

What do the screens show for `Cc1c(Cl)cccc1NC(=O)CN1CCC(C(O)(c2ccccc2)c2ccccc2)CC1`?
SKN-1 block: 9.2; FAS TE block: 27.7; Neddyl block: inactive; NadD block: -3.3; CSN inh: -0.9; MT1-MMP act inh: -10.7; Rpn11 block: inactive; Rin1 Abl inh: -1.3; MLLE-PAM2 inh: -3.6

Results for CCOc1ccc(-c2c(C(=O)N/N=C/c3ccco3)nnn2-c2nonc2N)cc1 ?
SKN-1 block: 28.8; FAS TE block: -3.3; Neddyl block: inactive; NadD block: 9.6; CSN inh: 7.5; MT1-MMP act inh: -1.6; Rpn11 block: inactive; Rin1 Abl inh: -2.9; MLLE-PAM2 inh: -5.2

Results for CCc1cccc(CC)c1NC(=O)COC(=O)c1ccc(F)c(S(=O)(=O)N(CC)CC)c1 ?
SKN-1 block: -8.0; FAS TE block: 19.4; Neddyl block: inactive; NadD block: -0.8; CSN inh: -14.7; MT1-MMP act inh: 9.3; Rpn11 block: inactive; Rin1 Abl inh: 0.7; MLLE-PAM2 inh: 13.3
